# Bcl-B Bim block: inhibitors of Bim-Bcl-B binding, primary screen, biochemical, multiplexed, human Bcl-2 family; bead-based flow cytometry, Bim peptide-Bcl-B binding; inhibition, % at 10 µM; 0.073% of 190,000 active; AID 951, 2007;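 also: 0% = tracer peptide without compound and 100% = reference inhibitor peptide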
# Mcl1-Bid inh: Mcl-1/Bid binding inhibitors, primary screen, biochemical, TR-FRET, 1536-well; Induced myeloid leukemia cell differentiation protein Mcl-1 (Homo sapiens), Q07820; TR-FRET Mcl-1/Bid-Dy647 peptide binding; inhibition, % at 21.7 µM; 0.97% of 220,000 active; AID 1021, 2008;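 active = compounds that cut the binding signal by more than half at the single screening dose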;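 also: His-tagged Mcl-1 with europium anti-His antibody binding Bid BH3 peptide; 0% = Mcl-1 plus peptide wells and 100% = peptide-only wells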
# Mcl1 Noxa PPI: Mcl-1/Noxa binding inhibitors, primary screen, biochemical, TR-FRET, 1536-well; 1.5% of 220,000 active; Induced myeloid leukemia cell differentiation protein Mcl-1 (Homo sapiens), Q07820; inhibition, % at 21.7 µM; TR-FRET Mcl-1/Noxa peptide binding, 2 h;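 active = compounds that cut the protein-peptide binding signal by more than 50% relative to plate controls in a single-dose test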;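 also: His-tagged Mcl-1 with rhodamine Noxa BH3 peptide and terbium anti-His antibody; 0% = Mcl-1 plus Noxa peptide wells and 100% = peptide-only wells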
# RGS7-Gao: RGS7-Galphao binding modulators, primary screen, biochemical, multiplexed bead flow cytometry. 0.35% of 220,000 active. Guanine nucleotide-binding protein G(o) subunit alpha (Homo sapiens), P09471. binding response (% of control), % at 10 µM. actives lie on both sides; in the data active = binding response below about 49% or above about 150%; inconclusive = no clear call, values can overlap the other calls; inactive = in between;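 also: fluorescent Galphao held in activated GDP-AlF4 state binding bead-coupled RGS7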
# Target sequence (P09471 whole entry, looked up): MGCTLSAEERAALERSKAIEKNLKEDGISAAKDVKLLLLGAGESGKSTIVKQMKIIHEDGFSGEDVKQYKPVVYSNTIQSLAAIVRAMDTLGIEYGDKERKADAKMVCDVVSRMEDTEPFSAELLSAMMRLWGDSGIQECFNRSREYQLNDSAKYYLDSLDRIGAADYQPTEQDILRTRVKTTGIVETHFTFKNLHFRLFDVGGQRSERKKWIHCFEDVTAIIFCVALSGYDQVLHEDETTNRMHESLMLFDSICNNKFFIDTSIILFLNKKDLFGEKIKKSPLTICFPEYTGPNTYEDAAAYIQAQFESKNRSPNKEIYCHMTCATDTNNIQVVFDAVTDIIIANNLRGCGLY
# RGS8-Gao reg: RGS8-Galphao binding modulators, primary screen, biochemical, multiplexed bead flow cytometry; actives lie on both sides; response (percent of control binding), % at 10 µM; 0.34% of 220,000 active; in the data active = response below about 60% or above about 140%; inactive = in between;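 also: Galphao activated as the GDP aluminium fluoride complex binding bead-coupled RGS8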
# Bim-Bcl-W: inhibitors of Bim binding to Bcl-W, primary screen, biochemical, multiplexed, bead-based flow cytometry; 0.02% of 190,000 active; Bcl-2-like protein 2 (Homo sapiens), Q92843; inhibition, % at 10 µM; Bim peptide-Bcl-W binding; AID 952, 2007;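 also: 0% = bound tracer without compound and 100% = peptide blocker; higher means less fluorescent Bim peptide bound to Bcl-W beads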
# Target sequence (Q92843 whole entry, looked up): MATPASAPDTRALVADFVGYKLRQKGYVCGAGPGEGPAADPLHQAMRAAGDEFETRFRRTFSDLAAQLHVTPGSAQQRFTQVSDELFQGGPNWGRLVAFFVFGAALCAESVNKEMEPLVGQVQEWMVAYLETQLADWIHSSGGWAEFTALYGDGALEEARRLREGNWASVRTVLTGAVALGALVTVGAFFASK
# Bim-Mcl-1: inhibitors of Bim peptide binding to Mcl-1, primary screen, biochemical, bead-based flow cytometry, multiplex. Induced myeloid leukemia cell differentiation protein Mcl-1 (Homo sapiens), Q07820. Bim peptide-Mcl-1 binding. inhibition, % at 10 µM. 0.1% of 190,000 active;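 also: 0% = no compound tracer wells and 100% = peptide blocker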
# Bcl-2 Bim block: inhibitors of Bim-Bcl-2 binding, primary screen, biochemical, multiplexed, human Bcl-2 family | AID 950, 2007 | inhibition, % at 10 µM | Bead-based flow cytometry, Bim peptide-Bcl-2 binding | Apoptosis regulator Bcl-2 (Homo sapiens), P10415 | 0.06% of 190,000 active; in the data active = inhibition above about 40%; inconclusive = no clear call, values can overlap the other calls;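 also: 0% = no compound wells with probe peptide and 100% = reference peptide inhibitor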
# Target sequence (P10415 whole entry, looked up): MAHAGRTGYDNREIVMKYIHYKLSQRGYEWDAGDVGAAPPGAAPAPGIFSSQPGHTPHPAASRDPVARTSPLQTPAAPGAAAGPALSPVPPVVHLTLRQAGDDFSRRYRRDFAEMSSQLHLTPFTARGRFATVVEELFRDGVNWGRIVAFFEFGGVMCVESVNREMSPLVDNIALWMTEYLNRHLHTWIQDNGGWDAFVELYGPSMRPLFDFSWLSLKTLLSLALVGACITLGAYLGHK
# RGS4-Gao reg: modulators of RGS4 binding to Galphao, primary screen, biochemical, multiplexed bead flow cytometry. Guanine nucleotide-binding protein G(o) subunit alpha (Homo sapiens), P09471. actives lie on both sides. binding response (% of control), % at 10 µM. 0.33% of 220,000 active. AID 1415, 2008; in the data active = binding response below about 49% or above about 150%; inactive = in between;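 also: fluorescent Galphao activated with aluminum fluoride binding bead-coupled RGS4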
# Bcl-XL Bim block: inhibitors of Bim-Bcl-XL binding, primary screen, biochemical, multiplexed, bead flow cytometry, human Bcl-XL | 0.04% of 190,000 active | inhibition, % at 10 µM | AID 1007, 2008 | Bim peptide-Bcl-XL binding, fluorescence | Bcl-2-like protein 1 (Homo sapiens), Q07817
# Target sequence (Q07817 whole entry, looked up): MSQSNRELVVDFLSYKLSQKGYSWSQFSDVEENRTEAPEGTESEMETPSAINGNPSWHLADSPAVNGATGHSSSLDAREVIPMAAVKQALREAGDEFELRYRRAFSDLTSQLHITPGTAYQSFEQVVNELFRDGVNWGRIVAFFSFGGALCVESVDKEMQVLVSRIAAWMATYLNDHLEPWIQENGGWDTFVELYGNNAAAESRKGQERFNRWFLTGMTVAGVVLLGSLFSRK
# Bim-Bfl-1: inhibitors of Bim binding to Bfl-1, primary screen, biochemical, multiplexed, bead-based flow cytometry | Bcl-2-related protein A1 (Homo sapiens), Q16548 | Bim-Bfl-1 binding inhibition | inhibition, % at 10 µM | 0.12% of 190,000 active;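 also: 0% = wells without compound plus tracer and 100% = blocker peptide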
# * hit, by the source's call; u = inconclusive; x = not tested or not shown. Rule as the data show it, unless noted: active = inhibition above about 40%.
SMILES,Bcl-B Bim block,Mcl1-Bid inh,Mcl1 Noxa PPI,RGS7-Gao,RGS8-Gao reg,Bim-Bcl-W,Bim-Mcl-1,Bcl-2 Bim block,RGS4-Gao reg,Bcl-XL Bim block,Bim-Bfl-1
CCOC(=O)C(O)(CCC(O)(C(=O)OCC)C(=O)OCC)C(=O)OCC,-3,-13,-6,97,100,-2,-4,-4,96,-3,0
Cc1noc(C)c1COC(=O)c1ccc(N(C)C)cc1,-2,-29,1,99,96,-1,0,-1,92,-1,-3
Cc1ccccc1N(CC(=O)N1CCOCC1)S(C)(=O)=O,-6,-12,-1,98,100,-1,-4,-1,99,-3,-7
Cc1ccc(-c2cc(N)on2)cc1,-2,-21,10,98,109,0,-5,-7,106,-6,-9
CCOC(=O)C1(C)NC(c2ccco2)C2C(=O)N(c3ccccc3)C(=O)C21 (configuration not stated),-1,-18,-5,105,105,-8,-23,-3,101,-15,-2
O=C(Nc1cccc(O)c1)c1ccc(C(=O)c2ccccc2)o1,5,-17,10,104,104,7,7,-1,101,8,-2
CCCCn1c(SCC(=O)N2CCCCC2)nc2cc(S(N)(=O)=O)ccc21,-7,-31,-7,105,101,-5,-3,0,107,-3,-1
COc1cccc(N2C(=O)CC(NNC(=O)c3cccs3)C2=O)c1 (configuration not stated),0,-22,3,97,100,0,-2,5,101,-4,1
CCOC(=O)c1sc(NC(=O)CCSC)nc1C,0,-27,20,102,101,-2,-3,0,102,-1,2
Cc1ccc(/C(O)=C2\C(=O)C(=O)N(CC(C)O)C2c2ccc(N(C)C)cc2)cc1 (configuration not stated),-11,-6,14,93,93,-1,-3,-11,93,-7,-12
CCN(CC)S(=O)(=O)c1ccc(Cl)c(NC(=O)COc2ccc(OC)cc2)c1,-1,-18,-11,u,103,0,2,-2,104,0,0
COc1ccc(CNc2c(C(=O)O)cnc3c2cnn3C)cc1,-4,-32,-7,97,96,-1,0,-1,94,0,-2
CC(=O)Nc1ccc(C(=O)OCC(=O)Nc2ccccc2Sc2ccccc2)cc1,-7,-5,-1,101,101,-4,-4,-8,100,-5,0
COc1ccc(-c2nnc(SCC(=O)NC(C)c3ccccc3)o2)cc1OC (configuration not stated),-2,3,14,101,106,1,-1,-4,104,-1,0
Cc1noc(C)c1COC(=O)C(c1ccccc1)c1ccccc1,4,-15,-5,102,103,5,4,-5,98,1,0
Cc1csc(SCC(=O)Nc2cc(S(=O)(=O)N3CCCC3)ccc2Cl)n1,-4,-13,16,98,96,-2,-4,-5,97,0,-3
Cc1ccc(S(=O)(=O)N2CCN(CC(=O)N/N=C\c3ccc(O)c(O)c3)CC2)cc1,x,-57,21,u,100,x,x,x,99,x,x
CC(=O)c1cccc(N(CC(=O)Nc2ccc(F)cc2)S(C)(=O)=O)c1,-7,-8,14,101,100,-4,-4,-1,101,-3,0
COc1ccc2[nH]c(=O)c(CN(c3ccc(C)c(C)c3)S(C)(=O)=O)cc2c1,-2,-8,-11,99,102,0,0,1,104,-1,-3
Cc1ccnc2nc(C(=O)OCC(=O)NCCc3ccc(Cl)cc3)nn12,-5,-2,8,96,100,-2,0,-4,99,-3,-13
O=C(N/N=C/c1cccc([N+](=O)[O-])c1)c1cc(-c2ccccc2)nc2ccccc12,-8,-14,20,97,101,0,0,-8,98,0,-17
CCOC(=O)c1cnc2cc(-c3ccc(C)cc3)nn2c1-c1ccccc1,-3,-26,-93,93,101,-1,0,-6,94,-3,0
COC(=O)c1nnn(-c2nonc2N)c1CN1CCc2ccccc21,-8,-13,5,101,102,0,-2,-8,101,-4,-15
COC(=O)c1cccc(Nc2ccc([N+](=O)[O-])cn2)c1,-3,-23,13,99,101,-3,1,-3,100,-2,-7
NNC(=S)NCc1ccco1,x,-48,-1,u,99,x,x,x,103,x,x
Cc1onc(-c2ccccc2)c1C(=O)NCc1ccccn1,-8,1,-2,101,100,-1,-1,-10,102,-10,-16
Cc1nnc(NC(=O)COc2ccc3c(C)cc(=O)oc3c2)s1,-1,-33,79*,98,100,-5,-2,-1,94,-2,5
Cc1onc(-c2ccccc2)c1C(=O)N/N=C/c1cc2c(cc1Br)OCO2,-7,-5,1,100,104,-5,-5,-3,100,-10,0
O=C1C=C(c2ccccc2)C(=O)N1Nc1ccccc1,-7,-15,10,97,85,0,-4,-2,108,-2,-11
Cc1ccccc1-n1c(C)cc(/C=C2/C(=N)N3C(c4ccccc4)=CSC3=NC2=O)c1C,14,-5,24,102,104,18,21,14,98,29,27

# Given bar-delimited: 4 of the compounds above
SMILES | Bcl-B Bim block | Mcl1-Bid inh | Mcl1 Noxa PPI | RGS7-Gao | RGS8-Gao reg | Bim-Bcl-W | Bim-Mcl-1 | Bcl-2 Bim block | RGS4-Gao reg | Bcl-XL Bim block | Bim-Bfl-1
COC(=O)c1cccc(Nc2ccc([N+](=O)[O-])cn2)c1 | -3 | -23 | 13 | 99 | 101 | -3 | 1 | -3 | 100 | -2 | -7
NNC(=S)NCc1ccco1 | x | -48 | -1 | u | 99 | x | x | x | 103 | x | x
Cc1onc(-c2ccccc2)c1C(=O)NCc1ccccn1 | -8 | 1 | -2 | 101 | 100 | -1 | -1 | -10 | 102 | -10 | -16
Cc1nnc(NC(=O)COc2ccc3c(C)cc(=O)oc3c2)s1 | -1 | -33 | 79* | 98 | 100 | -5 | -2 | -1 | 94 | -2 | 5

# Next section
SMILES,Bcl-B Bim block,Mcl1-Bid inh,Mcl1 Noxa PPI,RGS7-Gao,RGS8-Gao reg,Bim-Bcl-W,Bim-Mcl-1,Bcl-2 Bim block,RGS4-Gao reg,Bcl-XL Bim block,Bim-Bfl-1
O=C(c1ccco1)N1C2C=CC(C2)C1(C(F)(F)F)C(F)(F)F (configuration not stated),-6,-25,2,115,102,-3,0,-11,104,-1,-10
COc1cc(NC(=S)Nc2ccc(Br)cc2Cl)c(OC)cc1Cl,-3,42,2,106,113,-7,-8,-2,105,-10,-6
O=C(CSc1nnc(-c2ccncc2)o1)NCc1ccccc1,-7,-4,-1,99,98,-4,-5,-2,98,-3,-1
COc1cccc(-n2ccnc2SCC(=O)Nc2nccs2)c1,-7,-15,-3,99,98,3,2,0,98,-2,-6
Cc1cc(=O)[nH]c(SCC(=O)Nc2ncc(S(=O)(=O)c3ccc([N+](=O)[O-])cc3)s2)n1,-6,-20,30,107,101,-3,0,0,102,-2,1
COC(=O)C1C(=O)C2=C(CC1C)NC(C)=C(C(=O)OC1CCCCC1)C2c1ccc(N(C)C)cc1 (configuration not stated),-6,-12,-2,99,105,2,0,-5,99,-3,-9
Nn1c(SCc2csc(-c3ccccc3)n2)nnc1-c1cccs1,-13,-20,11,96,99,-2,-2,-13,101,-7,-12
Nc1nc(SCC(=O)NCCN2CCOCC2)nc2sc3c(c12)CCC3,-8,-38,10,93,95,1,6,6,93,1,7
COc1ccccc1C(=O)NNC(=O)c1ccc(NC(=O)c2ccccc2)cc1,-2,-23,5,109,117,-5,-2,0,108,-1,2
CCOc1ccccc1C(=O)n1nc(C)cc1C,2,2,4,94,99,1,-1,0,100,-1,-1
COc1ccc(-c2cc(C(F)(F)F)nc(N3CCCCCC3)n2)cc1,0,-20,14,97,98,1,7,-1,91,0,-1
Cc1cc(C)cc(CC(Cc2nc3ccccc3[nH]2)c2nc3ccccc3[nH]2)c1 (configuration not stated),0,-50,-17,99,92,-4,-6,-5,97,-1,-2
CC1C=CCC2C(=O)N(c3ccc(Cl)cc3O)C(=O)C12 (configuration not stated),-1,-59,18,86,98,0,0,0,96,1,0
Cc1ccccc1CSc1nnc(C)c(=O)n1N,-2,-30,-5,u,95,-1,0,0,94,-3,-3
O=C(CSc1cn(CCNC(=O)c2cccs2)c2ccccc12)NC1CCCC1,-1,-30,4,103,105,0,3,-4,101,-1,-7
Cn1nccc1C(=O)Nn1cnnc1,-5,-10,-12,99,101,1,2,-9,99,0,-7
COc1ccc(CC(=O)O/N=C(\N)c2ccncc2)cc1,x,-3,14,u,101,x,x,x,99,x,x
CC(=O)c1cc(CN2CCN(Cc3ccccc3)C(CCO)C2)cs1 (configuration not stated),-3,-36,5,103,105,-4,0,-1,101,0,-5
Cc1ccccc1N=C1SC(CC(=O)Nc2ccc3ccccc3c2)C(=O)N1Cc1ccccn1 (configuration not stated),-3,-19,2,101,100,1,-2,-3,102,-3,2
COc1cccc(NC(=O)c2cc([N+](=O)[O-])ccc2N2CCN(C)CC2)c1,-5,-18,26,101,106,0,-2,-6,103,0,-7

# 4 of the compounds above, with each value named:
SMILES: Cc1cc(C)cc(CC(Cc2nc3ccccc3[nH]2)c2nc3ccccc3[nH]2)c1 (configuration not stated)
  Bcl-B Bim block = 0	Mcl1-Bid inh = -50	Mcl1 Noxa PPI = -17	RGS7-Gao = 99	RGS8-Gao reg = 92	Bim-Bcl-W = -4	Bim-Mcl-1 = -6	Bcl-2 Bim block = -5	RGS4-Gao reg = 97	Bcl-XL Bim block = -1	Bim-Bfl-1 = -2

SMILES: O=C(N/N=C/c1cccc([N+](=O)[O-])c1)c1cc(-c2ccccc2)nc2ccccc12
  Bcl-B Bim block = -8	Mcl1-Bid inh = -14	Mcl1 Noxa PPI = 20	RGS7-Gao = 97	RGS8-Gao reg = 101	Bim-Bcl-W = 0	Bim-Mcl-1 = 0	Bcl-2 Bim block = -8	RGS4-Gao reg = 98	Bcl-XL Bim block = 0	Bim-Bfl-1 = -17

SMILES: Nn1c(SCc2csc(-c3ccccc3)n2)nnc1-c1cccs1
  Bcl-B Bim block = -13	Mcl1-Bid inh = -20	Mcl1 Noxa PPI = 11	RGS7-Gao = 96	RGS8-Gao reg = 99	Bim-Bcl-W = -2	Bim-Mcl-1 = -2	Bcl-2 Bim block = -13	RGS4-Gao reg = 101	Bcl-XL Bim block = -7	Bim-Bfl-1 = -12

SMILES: Cc1onc(-c2ccccc2)c1C(=O)N/N=C/c1cc2c(cc1Br)OCO2
  Bcl-B Bim block = -7	Mcl1-Bid inh = -5	Mcl1 Noxa PPI = 1	RGS7-Gao = 100	RGS8-Gao reg = 104	Bim-Bcl-W = -5	Bim-Mcl-1 = -5	Bcl-2 Bim block = -3	RGS4-Gao reg = 100	Bcl-XL Bim block = -10	Bim-Bfl-1 = 0

# Source: PubChem
